Screens: PubChem, National Center for Advancing Translational Sciences (NCATS)
TrxR1 substrate = is turned over as a substrate by rat TrxR1; purified TrxR1 substrate turnover, NADPH consumption readout; 390,000 tested, 0.01% active; Potency, µM (series often up to 114 µM), for inactives: top-dose activity change, negative = substrate turnover; O89049; AID 588456; further: on the % scale 0 is the no-effect control and ±100 the full control effect; nearly all actives have a fitted effect of over 50% in size
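Rat TrxR1, dispensed at 90 nM, was prereduced with 400 uM NADPH (final) for 5 min at ~22 deg C, then incubated with compound 15 min before 400 uM selenite. A first-read NADPH fluorescence drop versus no-compound background flagged substrates.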
IDH1 R132H inh = inhibitors of human mutant IDH1 R132H; IDH1-R132H enzyme, NADPH consumption, diaphorase/resazurin fluorescence; O75874; 390,000 tested, 0.093% active; AID 602179; Potency, µM (series often up to 76.6 µM), inactives show at the highest dose activity change, negative = inhibition, most hits filed as inhibitors; further: on the % scale 0 is the no-effect control and ±100 the full control effect; nearly all actives have a fitted effect of over 65% in size
Target sequence (O75874 whole entry R132H, stated change not applied): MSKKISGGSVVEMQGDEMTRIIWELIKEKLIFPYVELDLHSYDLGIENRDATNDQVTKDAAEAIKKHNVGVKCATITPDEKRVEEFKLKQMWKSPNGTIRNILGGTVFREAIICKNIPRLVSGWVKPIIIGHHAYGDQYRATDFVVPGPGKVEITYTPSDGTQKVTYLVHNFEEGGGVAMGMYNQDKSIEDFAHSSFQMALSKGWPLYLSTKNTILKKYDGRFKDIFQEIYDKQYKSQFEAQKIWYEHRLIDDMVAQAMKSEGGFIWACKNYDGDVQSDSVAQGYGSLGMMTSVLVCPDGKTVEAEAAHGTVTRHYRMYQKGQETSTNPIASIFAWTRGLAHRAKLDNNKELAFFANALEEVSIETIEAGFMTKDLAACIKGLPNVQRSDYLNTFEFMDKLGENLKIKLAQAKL
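IDH1-R132H (0.5 ug/mL) preincubated 30 min with compound, then NADPH (0.016 mM) and alpha-KG (2 mM) added; 80 min at RT, pH 7.5. Remaining NADPH coupled via diaphorase/resazurin to fluorescence (540/590 nm); concentration-response curves normalized to no-enzyme control.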
USP1 inh = inhibitors of human USP1/UAF1 deubiquitinase; Potency, µM (series often up to 57.1 µM), without a hit: top-dose activity change, negative = inhibition, hits mostly inhibitors; 390,000 tested, 0.23% active; O94782; AID 743255; recombinant USP1/UAF1, Ub-Rhodamine cleavage fluorescence; further: on the % scale 0 is the no-effect control and ±100 the full control effect; nearly all actives have a fitted effect of over 60% in size; inactives centre near -12
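USP1/UAF1 complex (1 nM) preincubated 15 min at room temperature with compound, then Ub-Rho substrate (150 nM final) added. Kinetic fluorescence at 480/540 nm over 6 reads at 60 s intervals; 50 mM HEPES pH 7.8, 0.5 mM EDTA, 0.1 mg/ml BSA, 1 mM TCEP, 0.01% Tween-20.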
RGS4 inh = human RGS4 inhibition; P49798; Transcreener GDP fluorescence polarization, RGS4-accelerated GTP hydrolysis; 390,000 tested, 0.039% active; Potency, µM (doses to about 114 µM), without a hit: at the highest dose activity change, negative = inhibition, hits mostly inhibitors; further: on the % scale 0 is the no-effect control and ±100 the full control effect; nearly all actives have a fitted effect of over 75% in size; some results filed as inactive show a strong effect at the top dose
Target sequence (P49798 whole entry, looked up): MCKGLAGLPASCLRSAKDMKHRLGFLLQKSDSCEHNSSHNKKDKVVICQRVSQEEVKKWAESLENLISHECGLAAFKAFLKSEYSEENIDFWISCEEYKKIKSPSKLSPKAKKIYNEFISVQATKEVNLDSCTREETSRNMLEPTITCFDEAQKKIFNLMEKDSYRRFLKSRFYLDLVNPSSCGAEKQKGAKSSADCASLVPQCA
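MLSMR compounds (23 nl, pin-transferred) preincubated 10 min at room temperature with a 500nM (2x) first reagent, then RGS4 at 900nM (2x) plus Transcreener GDP mix added; fluorescence polarization (620/688 nm) read before and after 90 min at 30 °C.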
12-LOX inh = ALOX12 (human) lipoxygenase inhibition; Potency, µM (series often up to 108 µM), without a hit: at the highest dose activity change, negative = inhibition, hits mostly inhibitors; P18054; AID 1671190; 580,000 tested, 1.1% active; purified 12hLO, xylenol orange hydroperoxide absorbance; further: on the % scale 0 is the no-effect control and ±100 the full control effect
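Hydroperoxide product was detected by ferrous iron/xylenol orange as the 573 to 405 nm absorbance ratio. Arachidonic acid at 40 uM (final) was turned over for 30 min at room temperature by 150 nM human 12hLO, pH 7.0 Hepes buffer, after 15 min compound preincubation.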
RXFP1 agonist = agonists of human relaxin receptor RXFP1. HEK293T-RXFP1 cAMP TR-FRET, 30 min; response scale: percent of porcine relaxin response, buffer zero. Potency, µM (highest dose often 57.5 µM), inactives show at the highest dose activation, actives largely listed as activators. AID 2676. Q9HBX9. 370,000 tested, 0.3% active; further: on the % scale 0 is the no-effect control and ±100 the full control effect; nearly all actives have a fitted effect of over 60% in size; many of its hits are not listed in these tables
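Agonist response is measured as cAMP accumulation in an RXFP1-transfected HEK293T line under PDE4 inhibition. Values are scaled between buffer-only and 29 nM porcine relaxin, and EC50s come from standard Hill equation fits.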
TrxR1 inh = rat TrxR1 inhibition; Potency, µM (titrated, usually from 114 µM), without a hit: top-dose activity change, negative = inhibition, most hits filed as inhibitors; O89049; 390,000 tested, 1% active; recombinant rTrxR1, NADPH fluorescence consumption, selenite substrate; further: on the % scale 0 is the no-effect control and ±100 the full control effect; nearly all actives have a fitted effect of over 65% in size
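Rat TrxR1 (90 nM in the dispensed reagent) was pre-reduced with 400 uM NADPH for 5 min at room temperature, then incubated with compound for 15 min. After 400 uM selenite was added, NADPH fluorescence (Ex 340/Em 450 nm) was followed for 8 min.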
Vif-APOBEC3F blk = Vif-A3F binding inhibition; HeLa A3F-eYFP + Vif (tagged APOBEC3F with the HIV-1 protein that degrades it), YFP fluorescence increase; 390,000 tested, 0.2% active; Potency, µM (titrated, usually from 46.1 µM), inactives show at the top dose activity, negative = active; further: % of control where 0% means no effect; nearly all actives have a fitted effect of over 65% in size
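HeLa cells stably expressing A3F-eYFP plus Vif, plated and incubated overnight at 37 deg C, then exposed to compounds overnight at 37 deg C. Blocked degradation read as raised yellow fluorescence (Ex 488/Em 500-530).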
Vif-APOBEC3G blk = blocks the Vif interaction with human APOBEC3G | Q9HC16 | HeLa A3G-eYFP + Vif (tagged APOBEC3G with the HIV-1 protein that degrades it), YFP fluorescence, overnight | Potency, µM (highest dose often 46.1 µM), inactives show top-dose activity, negative = active, usual class: inhibitors | 410,000 tested, 0.076% active;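 further: on the % scale 0 is the no-effect control and ±100 the full control effect; nearly all actives have a fitted effect of over 60% in size; hits raise eYFP signal because A3G escapes Vif-driven loss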
Target sequence (Q9HC16 whole entry, looked up): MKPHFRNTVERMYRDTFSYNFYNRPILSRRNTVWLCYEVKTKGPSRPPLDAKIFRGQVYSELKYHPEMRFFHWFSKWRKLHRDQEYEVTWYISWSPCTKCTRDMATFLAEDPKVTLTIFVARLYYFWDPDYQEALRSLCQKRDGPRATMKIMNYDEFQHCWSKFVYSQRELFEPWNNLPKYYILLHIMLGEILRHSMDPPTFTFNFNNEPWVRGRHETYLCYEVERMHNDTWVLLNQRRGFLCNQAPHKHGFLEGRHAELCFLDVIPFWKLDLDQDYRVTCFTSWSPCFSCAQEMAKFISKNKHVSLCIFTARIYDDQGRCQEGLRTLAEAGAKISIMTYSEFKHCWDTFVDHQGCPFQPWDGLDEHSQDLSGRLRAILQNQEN
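HeLa cells stably expressing Vif and C-terminally eYFP-tagged A3G, seeded overnight at 37 deg C, then exposed to compound by pintool overnight at 37 deg C. Rise in yellow fluorescence (Ex 488/Em 500-530, Acumen) marks blocked Vif-driven A3G degradation.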
Numbers without * were called inactive; [ ] = another dose, or the depositor's remark. The call rests on the fitted dose curve; in most records, active means well fitted curve in the direction sought with a large enough effect; inconclusive means small, poorly fitted or top-dose-only effect, or another doubt; inactive means no such curve, though single readings can be large; an effect the other way counts as inactive or inconclusive. Potency means the concentration at half of the fitted maximal effect. These rows are one share of the data; count on the stated rates, not on these rows.

How did CCOC(=O)C1(C)/C(=N/Nc2cccc(Cl)c2)C(=O)C(=O)N1c1ccccc1 (stereo not drawn) do in these assays?
TrxR1 substrate: -13%; IDH1 R132H inh: 17%; USP1 inh: -20%; RGS4 inh: inconclusive; 12-LOX inh: 22µM*; RXFP1 agonist: 2.0%; TrxR1 inh: inconclusive; Vif-APOBEC3F blk: 9%; Vif-APOBEC3G blk: -2%

Results for CCOc1ccc(NC(=O)CCC(=O)NNC(=O)c2ccccc2Cl)cc1 ?
TrxR1 substrate: -5%; IDH1 R132H inh: -5%; USP1 inh: -9%; RGS4 inh: -3%; 12-LOX inh: 12%; RXFP1 agonist: 1.4%; TrxR1 inh: 6%; Vif-APOBEC3F blk: 0%; Vif-APOBEC3G blk: -2%

Results for Cc1ccc(Cn2c(CCCNC(=O)c3ccco3)nc3ccccc32)cc1 ?
TrxR1 substrate: 2%; IDH1 R132H inh: 8%; USP1 inh: inconclusive; RGS4 inh: -16%; 12-LOX inh: -1%; RXFP1 agonist: 1.2%; TrxR1 inh: -2%; Vif-APOBEC3F blk: 0%; Vif-APOBEC3G blk: 4%

Results for O=C(COC(=O)c1nc(Cl)ccc1Cl)NCc1cccs1 ?
TrxR1 substrate: -1%[57.1 µM]; IDH1 R132H inh: 3%; USP1 inh: -6%; RGS4 inh: 8%; 12-LOX inh: 21%; RXFP1 agonist: 1.0%; TrxR1 inh: 5%[57.1 µM]; Vif-APOBEC3F blk: -11%; Vif-APOBEC3G blk: 0%

How did COc1cc(CN2CCN(C(=O)c3ccccc3F)CC2)cc(OC)c1OC do in these assays?
TrxR1 substrate: 4%; IDH1 R132H inh: -14%; USP1 inh: -18%; RGS4 inh: -18%; 12-LOX inh: inconclusive; RXFP1 agonist: 1.5%; TrxR1 inh: 24%; Vif-APOBEC3F blk: 9%; Vif-APOBEC3G blk: -6%

How did CS(=O)(=O)N1N=C(c2ccco2)CC1c1cccc([N+](=O)[O-])c1 (stereo not drawn) do in these assays?
TrxR1 substrate: -8%; IDH1 R132H inh: -5%; USP1 inh: -19%; RGS4 inh: 6%; 12-LOX inh: 2%; RXFP1 agonist: -2.9%; TrxR1 inh: inconclusive; Vif-APOBEC3F blk: 2%; Vif-APOBEC3G blk: -4%

How did CSc1ccccc1NC(=O)Cn1nc([N+](=O)[O-])cc1C do in these assays?
TrxR1 substrate: 0%; IDH1 R132H inh: -2%; USP1 inh: -11%; RGS4 inh: -21%; 12-LOX inh: -12%; RXFP1 agonist: -1.4%; TrxR1 inh: 8%; Vif-APOBEC3F blk: 2%; Vif-APOBEC3G blk: -7%

Results for CN1CCN(CC(=O)n2c3c(c4ccccc42)CCCC3)CC1 ?
TrxR1 substrate: 6%[57.1 µM]; IDH1 R132H inh: 18%; USP1 inh: inconclusive; RGS4 inh: -15%; 12-LOX inh: inconclusive; RXFP1 agonist: -0.8%; TrxR1 inh: -22%[57.1 µM]; Vif-APOBEC3F blk: -4%; Vif-APOBEC3G blk: 1%

How did O=c1c(O)cccc2cc(O)c(O)c(O)c12 do in these assays?
TrxR1 substrate: -8%; IDH1 R132H inh: 3%; USP1 inh: inconclusive; RGS4 inh: inconclusive; 12-LOX inh: 13µM*; RXFP1 agonist: -3.1%; TrxR1 inh: -23%; Vif-APOBEC3F blk: -34%; Vif-APOBEC3G blk: -1%

How did O=C(CCNC(=O)c1ccco1)Nc1ccccc1 do in these assays?
TrxR1 substrate: 3%; IDH1 R132H inh: 11%; USP1 inh: 2%; RGS4 inh: -10%; 12-LOX inh: -25%; RXFP1 agonist: 0.7%; TrxR1 inh: 4%; Vif-APOBEC3F blk: 0%; Vif-APOBEC3G blk: -7%

How did Cc1cc(NC(=O)c2ccc(Cl)cc2)n(CCOC(=O)c2ccc(Cl)cc2)n1 do in these assays?
TrxR1 substrate: -8%; IDH1 R132H inh: 6%; USP1 inh: -14%; RGS4 inh: -4%; 12-LOX inh: 4%; RXFP1 agonist: 3.2%; TrxR1 inh: -9%; Vif-APOBEC3F blk: -10%; Vif-APOBEC3G blk: -1%

What do the screens show for `CC(C)c1nnc(NC(=O)c2cc3cc(Br)ccc3oc2=O)s1`?
TrxR1 substrate: 0%; IDH1 R132H inh: 8%; USP1 inh: -11%; RGS4 inh: -3%; 12-LOX inh: -16%; RXFP1 agonist: 0.4%; TrxR1 inh: 1%; Vif-APOBEC3F blk: 6%; Vif-APOBEC3G blk: 3%

Results for O=C(NCCCn1ccnc1)c1cccnc1 ?
TrxR1 substrate: 8%; IDH1 R132H inh: 2%; USP1 inh: -10%; RGS4 inh: -32%; 12-LOX inh: 0%; RXFP1 agonist: 0.4%; TrxR1 inh: 15%; Vif-APOBEC3F blk: -3%; Vif-APOBEC3G blk: 4%

How did CCCCNC(=O)c1ccccc1C(=O)NC1(C(=O)NCCCC)CCCC1 do in these assays?
TrxR1 substrate: -3%[57.1 µM]; IDH1 R132H inh: 5%; USP1 inh: -25%; RGS4 inh: -50%; 12-LOX inh: 2%; TrxR1 inh: -19%; Vif-APOBEC3F blk: 0%; Vif-APOBEC3G blk: 0%

Results for Cc1ccccc1OCC(=O)NNC(=O)Cn1[nH]c(=O)c2ccccc2c1=O ?
TrxR1 substrate: 6%[57.1 µM]; IDH1 R132H inh: 1%; USP1 inh: 1%; RGS4 inh: 14%; 12-LOX inh: 1%; TrxR1 inh: 2%[2.29 µM]; Vif-APOBEC3F blk: 4%; Vif-APOBEC3G blk: 0%

Results for CC(=O)Nc1ccc(NC(=O)C(C)OC(=O)CNS(=O)(=O)c2cccc(Cl)c2)cc1 (stereo not drawn) ?
TrxR1 substrate: -1%; IDH1 R132H inh: 2%; USP1 inh: -17%; RGS4 inh: -11%; 12-LOX inh: -16%; RXFP1 agonist: 0.5%; TrxR1 inh: 8%; Vif-APOBEC3F blk: 1%; Vif-APOBEC3G blk: -1%

What do the screens show for `CCOc1ncccc1C(=O)NCc1ccccc1F`?
TrxR1 substrate: 5%[57.1 µM]; IDH1 R132H inh: 24%; USP1 inh: -11%; RGS4 inh: 18%; 12-LOX inh: -2%; RXFP1 agonist: 4.4%; TrxR1 inh: 16%[57.1 µM]; Vif-APOBEC3F blk: 12%; Vif-APOBEC3G blk: 0%

How did COc1ccc(Cl)cc1NC(=O)Cn1ncc2c3ccccc3n(C)c2c1=O do in these assays?
TrxR1 substrate: -3%; IDH1 R132H inh: 9%; USP1 inh: -8%; RGS4 inh: 3%; 12-LOX inh: -4%; RXFP1 agonist: 5.0%; TrxR1 inh: 6%; Vif-APOBEC3F blk: -12%; Vif-APOBEC3G blk: 1%

What do the screens show for `CCN1CCN(c2ncc(C(=O)N3CCCc4ccccc43)c3ccccc23)CC1`?
TrxR1 substrate: -5%; IDH1 R132H inh: 4%; USP1 inh: -16%; RGS4 inh: -6%; 12-LOX inh: 168%[activator][57.4 µM]; RXFP1 agonist: -0.4%; TrxR1 inh: 5%; Vif-APOBEC3F blk: -5%; Vif-APOBEC3G blk: 0%

Results for O=C(CN1CCN(c2ccccc2F)CC1)NCc1ccc(Cl)cc1 ?
TrxR1 substrate: -2%; IDH1 R132H inh: -1%; USP1 inh: -7%; RGS4 inh: -21%; 12-LOX inh: 6%; RXFP1 agonist: 4.5%; TrxR1 inh: 12%; Vif-APOBEC3F blk: 1%; Vif-APOBEC3G blk: 6%

How did Cc1ccccc1C(=O)NC(=S)NCc1ccccc1 do in these assays?
TrxR1 substrate: -3%; IDH1 R132H inh: -4%; USP1 inh: 0%; RGS4 inh: -27%; 12-LOX inh: inconclusive; RXFP1 agonist: -0.4%; TrxR1 inh: inconclusive; Vif-APOBEC3F blk: -11%; Vif-APOBEC3G blk: 0%

How did CCN(CC)C(=O)Cn1cc(C(=O)C(=O)N2CCN(c3ccc([N+](=O)[O-])cc3)CC2)c2ccccc21 do in these assays?
TrxR1 substrate: -20%; IDH1 R132H inh: 10%; USP1 inh: -15%; RGS4 inh: -38%; 12-LOX inh: inactive; RXFP1 agonist: 2.7%; TrxR1 inh: inconclusive; Vif-APOBEC3F blk: -11%; Vif-APOBEC3G blk: 2%

What do the screens show for `CCCCSc1cc(=O)n(-c2ccccc2)nc1C(=O)OCC`?
TrxR1 substrate: -1%; IDH1 R132H inh: 10%; USP1 inh: -13%; RGS4 inh: -19%; 12-LOX inh: 0%; RXFP1 agonist: 6.3%; TrxR1 inh: 10%; Vif-APOBEC3F blk: -9%; Vif-APOBEC3G blk: 3%
